TLR9-MyD88 block: TLR9-MyD88 interaction inhibition; CHO BLA complementation TLR9-MyD88, CCF4 FRET ratio; inhibition, % at 4.98 µM; actives 0.21% (n = 340,000);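 active = inhibition above the mean over all tested compounds plus 3 SD, cut at about 21% in these data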;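 note: 0% = DMSO only wells and 100% = clavulanate BLA inhibitor control wells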
MC4R antagonist: human MC4R antagonism in cAMP assay | P32245 | MC4R-expressing cells, MTII-stimulated cAMP, LANCE TR-FRET | inhibition, % at 6.5 µM | actives 0.48% (n = 360,000);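 active = inhibition above its plate's cutoff, the mean of tested wells on that plate plus 3 SD, cut at about 29% in these data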;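 note: 0% = Melanotan II alone and 100% = Melanotan II plus saturating MCL0020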
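System – human MC4R-expressing U2OS cells · Also added – Melanotan II · Dosing – one concentration, 6.5 µM nominal · Timing – 30-min compound, 1-h challenge, 1-h detection, room temperature · Measured by – Eu-cAMP/anti-cAMP TR-FRET, emission 671 nm · Replicates – singlicate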
MC4R ag barr: agonists of human melanocortin 4 receptor (MC4R) beta-arrestin; actives 0.98% (n = 360,000); U2OS MC4R beta-arrestin complementation, luminescence; percent of melanotan II response, DMSO zero; P32245; AID 540308; activation, % at 8.9 µM;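 active = activation above a per-plate cutoff, the mean activation of sample wells on that plate plus 3 SD, cut at about 8% in these data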
NOD2-RIPK2 inh: blocks binding of human NOD2 to RIPK2; actives 0.38% (n = 360,000); inhibition, % at 4.98 µM; CHO BLA complementation NOD2-RIPK2, CCF4 ratio; O43353; in the data active = inhibition above about 21%;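 note: 0% = vehicle only and 100% = reference blocker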
SRC2 inh: human SRC2 (NCOA2) inhibition. actives 0.17% (n = 370,000). inhibition, % at 9 µM. AID 651957. Q15596. HEK293 GAL4-SRC2 luciferase reporter, luminescence;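 active = inhibition above the mean inhibition of all tested compounds plus 3 SD, set per campaign, cut at about 52% in these data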;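 note: 0% = DMSO treated cells and 100% = cells given Gossypol at 36 µM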
SRC1 inh: inhibitors of human steroid receptor coactivator 1 (SRC1); Q15788; actives 0.12% (n = 360,000); HEK293 GAL4-SRC1 luciferase reporter, luminescence; inhibition, % at 3.6 µM;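 active = inhibition above the campaign mean plus 3 SD, with each screening campaign given its own cutoff, cut at about 60% in these data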;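 note: 0% = DMSO treated cells and 100% = gossypol at 36 µM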
ABHD5-PLIN5 inh: blocks binding of human ABHD5 to perilipin-5 | actives 0.78% (n = 360,000) | Split G. princeps luciferase complementation, luminescence, 4 h | inhibition, % at 4 µM;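 active = inhibition above the mean inhibition across every tested compound plus 3 SD, cut at about 22% in these data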;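 note: 0% = DMSO only wells and the 100% control is not disclosed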
NCOA3 inh: inhibits human SRC3 coactivator. HEK293 GAL4-SRC3 luciferase reporter, luminescence. inhibition, % at 3.6 µM. actives 0.17% (n = 360,000);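 active = inhibition above a per-campaign cutoff, the mean of all compounds plus 3 SD, cut at about 60% in these data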;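 note: 0% = DMSO-treated cells and 100% = gossypol-treated cells at 36 µM; higher means less SRC3-driven luciferase light from the GAL4 reporter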
Target sequence (Q9Y6Q9 whole entry, looked up, the tested form may be a part): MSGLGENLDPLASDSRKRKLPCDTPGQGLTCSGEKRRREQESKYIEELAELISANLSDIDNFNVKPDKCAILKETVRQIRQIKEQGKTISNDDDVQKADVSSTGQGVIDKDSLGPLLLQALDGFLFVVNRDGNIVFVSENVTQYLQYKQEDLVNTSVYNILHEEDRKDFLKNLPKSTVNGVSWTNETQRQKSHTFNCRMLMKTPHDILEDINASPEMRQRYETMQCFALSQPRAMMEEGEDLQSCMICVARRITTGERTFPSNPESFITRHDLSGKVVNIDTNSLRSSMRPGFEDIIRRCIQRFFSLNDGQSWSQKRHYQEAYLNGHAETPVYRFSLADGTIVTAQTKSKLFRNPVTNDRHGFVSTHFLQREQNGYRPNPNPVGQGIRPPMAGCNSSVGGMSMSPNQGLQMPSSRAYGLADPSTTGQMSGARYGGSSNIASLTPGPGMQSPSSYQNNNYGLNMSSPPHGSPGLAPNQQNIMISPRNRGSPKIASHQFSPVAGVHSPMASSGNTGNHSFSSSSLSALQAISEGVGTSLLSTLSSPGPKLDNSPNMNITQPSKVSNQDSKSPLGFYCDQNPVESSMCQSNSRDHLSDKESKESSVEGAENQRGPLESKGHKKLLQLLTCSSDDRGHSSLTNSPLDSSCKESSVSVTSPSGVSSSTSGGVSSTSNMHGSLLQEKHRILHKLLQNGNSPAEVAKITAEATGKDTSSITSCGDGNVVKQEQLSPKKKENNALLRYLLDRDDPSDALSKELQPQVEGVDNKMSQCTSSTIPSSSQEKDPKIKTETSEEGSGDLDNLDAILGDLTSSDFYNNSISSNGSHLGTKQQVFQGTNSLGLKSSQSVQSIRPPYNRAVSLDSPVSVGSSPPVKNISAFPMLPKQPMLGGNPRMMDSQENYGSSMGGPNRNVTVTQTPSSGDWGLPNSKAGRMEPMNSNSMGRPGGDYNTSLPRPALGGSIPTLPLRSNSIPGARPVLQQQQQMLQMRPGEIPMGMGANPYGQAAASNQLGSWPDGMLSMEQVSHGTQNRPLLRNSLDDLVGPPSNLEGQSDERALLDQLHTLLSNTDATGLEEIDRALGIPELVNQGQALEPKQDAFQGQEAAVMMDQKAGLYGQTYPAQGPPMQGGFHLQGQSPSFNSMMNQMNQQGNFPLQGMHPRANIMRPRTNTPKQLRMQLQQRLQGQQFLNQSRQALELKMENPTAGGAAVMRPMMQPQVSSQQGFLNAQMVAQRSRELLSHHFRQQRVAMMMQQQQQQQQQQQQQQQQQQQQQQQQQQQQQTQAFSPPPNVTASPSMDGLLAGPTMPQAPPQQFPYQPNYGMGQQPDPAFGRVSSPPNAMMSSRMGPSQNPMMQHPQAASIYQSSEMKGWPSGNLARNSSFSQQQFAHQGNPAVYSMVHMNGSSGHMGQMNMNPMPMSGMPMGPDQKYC
COUP-TFII inh: inhibitors of human COUP-TFII (NR2F2); actives 0.7% (n = 370,000); HEK293T NGFI-A luciferase reporter, luminescence; inhibition, % at 8.6 µM; P24468;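 active = inhibition above a per-plate cutoff, mean inhibition of test wells between control levels plus 3 SD, cut at about 38% in these data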;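 note: cells cotransfected with COUP-TFII expression vector driving the NGFI-A reporter; 0% = median of COUP-TF2 test wells and 100% = reporter-only cells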
LRH-1 inv ag: NR5A2 inverse agonism in reporter assay; actives 0.13% (n = 360,000); HEK293T StAR-luciferase reporter, LRH-1 transfected, 24 h; inhibition, % at 3.6 µM; O00482;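 active = inhibition above the mean inhibition of all tested compounds plus 3 SD, cut at about 73% in these data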;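 note: 0% = DMSO wells and 100% = reporter-only cells lacking LRH-1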
LMP1 NFkB inh: reduces LMP1-driven NF-kappaB luciferase signal | LMP1-induced NF-kappaB luciferase reporter cells, luminescence | inhibition, % at 12.5 µM | actives 0.69% (n = 350,000); in the data active = inhibition above about 41%;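 note: 0% = neutral control wells and 100% = reference inhibitor control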
* = called active by the depositor; . = no result given; & = joins results of further samples.

SMILES	TLR9-MyD88 block	MC4R antagonist	MC4R ag barr	NOD2-RIPK2 inh	SRC2 inh	SRC1 inh	ABHD5-PLIN5 inh	NCOA3 inh	COUP-TFII inh	LRH-1 inv ag	LMP1 NFkB inh
C/C(=N\NC(=O)CNc1cccc2ccccc12)c1ccc(Br)s1	-14	4	0.5	3	16	-7	3	-11	5	11	-10
Cc1cccc(/C=C2\CCC(C3CCCC3)C2=O)c1 (configuration not stated)	1	6	2.1	5	2	-19	-2	-6	-3	-11	-13
O=C(NNC(=S)Nc1cccc(C(F)(F)F)c1)c1ccncc1	8	-5	-2.2	-7	-40	-4	-4	-2	-4	10	2
Nc1[nH]nc2nc(N3CCOCC3)nc(-c3ccccc3)c12	6	7	1.4	3	14	18	2	29	9	-5	10
CCCNc1nc2ccccc2c(=O)[nH]1	7	3	-0.7	-4	-4	7	1	-4	-11	11	0
CC1(C)Oc2cc3oc(-c4cc(O)cc(O)c4)cc3cc2CC1O (configuration not stated)	2	9	0.4	-1	7	13	-1	0	41*	13	20
CCC1Nc2ncnc(N3CCN(c4ccccc4)CC3)c2N(Cc2ccc(Cl)cc2)C1=O (configuration not stated)	2	5	-5.5	8	28	7	-4	5	10	2	-9
COc1ccc(CCNS(=O)(=O)c2ccc(C(=O)NCc3ccco3)cc2)cc1OC	-3	9	-2.9	-6	3	-40	-2	-2	-2	11	2
C/C(=N\n1c(C)nc2ccccc2c1=O)c1ccc(N)cc1	.	11	-0.5	-10	-7	3	5	10	-1	6	.
COc1ccc(NC2CCCN(C(=O)CCCn3cncn3)C2)cc1 (configuration not stated)	9	2	-4.1	1	13	-4	-12	12	14	-22	-1
Cc1cccc(N2CCN(C(=O)COc3cccc4c3OC(C)(C)C4)CC2)c1C	4	10	-2.3	4	-5	3	-5	5	15	-9	17
CCOC(=O)/C(=C/c1c2ccccc2cc2ccccc12)NC(=O)c1ccccc1	1	2	1.0	6	-8	-12	2	-13	-6	-12	-7
Fc1ccc(C2=Nn3c(nnc3-c3ccco3)SC2)cc1	-9	-4	1.2	-5	-11	-4	5	12	11	9	6
Cc1cccc(C(=O)NC(=S)N2CCN(C(=S)NC(=O)c3cccc(C)c3)CC2)c1	-15	-4	-0.7	-5	15	-9	2	-4	-3	13	-3
CCOc1cc(/C=N\Nc2ccc([N+](=O)[O-])cc2)ccc1OCC(=O)Nc1ccc(C)c(C)c1	2	1	-1.9	8	8	-9	4	-1	7	2	-8
O=C(CN1CCCCC1)NC(=O)NCc1ccccc1	-6	-3	-0.1	6	-20	-16	-1	-9	0	-7	6
COCCNC(=O)CCSCc1ccccc1F	-2	5	0.5	1	-39	1	-1	28	1	6	-20
CCOc1ccc(OCC)c(C2C(C#N)=C(N)N(c3cccnc3)C3=C2C(=O)CC(C)(C)C3)c1 (configuration not stated)	-4	7	-0.1	-1	8	-10	0	3	-3	-2	0
CCOc1ccc(C(=O)NCC(=O)OC2CCOC2=O)cc1OCC (configuration not stated)	-4	32*	-0.6	-1	-8	-23	0	-21	-7	3	4
COC(=O)[C@]1(C)CCC[C@@]2(C)C3CC[C@@]4(C)C[C@]3(CCC21)CC4=NO (some centres not stated)	2	1	1.5	-10	13	-4	-2	-3	-3	22	4
CCC(C)Sc1cccc(-c2nc3cnccn3c2NC2CCCCC2)c1 (configuration not stated)	22*	4	2.9	34*	21	-2	-6	7	5	6	-27
CSCCC1NC(=O)N(CC(=O)Nc2cccc(S(=O)(=O)N3CCCCCC3)c2)C1=O (configuration not stated)	0	3	-0.8	-13	-17	0	-3	20	5	8	0
CCOc1cccc2cc(C(=O)NCc3ccc(C)cc3)c(=N)oc12	-4	13	-2.4	-1	-28	-23	3	8	6	-7	4
COc1ccc(/C=C/C(=O)NC(=S)Nc2ccc(N3CCN(C(C)=O)CC3)cc2)cc1	-1	14	-2.7	-2	-14	-10	4	-1	0	-9	-3
O=C(NC1CCCCCC1)c1ccc(-n2cnnc2)cc1	-3	-7	-2.7	8	-14	-3	-5	-4	-30	3	-6

The last three entries of the part before lead into the next:
SMILES	TLR9-MyD88 block	MC4R antagonist	MC4R ag barr	NOD2-RIPK2 inh	SRC2 inh	SRC1 inh	ABHD5-PLIN5 inh	NCOA3 inh	COUP-TFII inh	LRH-1 inv ag	LMP1 NFkB inh
CCOc1cccc2cc(C(=O)NCc3ccc(C)cc3)c(=N)oc12	-4	13	-2.4	-1	-28	-23	3	8	6	-7	4
COc1ccc(/C=C/C(=O)NC(=S)Nc2ccc(N3CCN(C(C)=O)CC3)cc2)cc1	-1	14	-2.7	-2	-14	-10	4	-1	0	-9	-3
O=C(NC1CCCCCC1)c1ccc(-n2cnnc2)cc1	-3	-7	-2.7	8	-14	-3	-5	-4	-30	3	-6
CC1CCCC(NC(=O)COC(=O)c2c[nH]c(=O)[nH]c2=O)C1C (configuration not stated)	-7	-1	2.9	-9	-6	0	-2	7	-5	13	2
Cc1ccc(S(=O)(=O)N2CCN(CCOc3cccc(C)c3)CC2)cc1	-1	-1	3.9	-4	11	6	-9	6	22	18	5
COc1ccc(NC(=O)Nc2c(C)n(-c3ccccc3)c(=O)n2C)cc1OC	-9	2	-0.8	4	-16	0	2	-14	-7	2	-3
CCCS(=O)(=O)c1nc(S(=O)(=O)c2ccc(C)cc2)c(N2CCC(C(N)=O)CC2)s1	10	1	-0.6	4	14	-7	3	11	3	6	-12
CCCC1=C(C(=O)OCC)C(c2ccc(OC)c(C)c2OC)C(C#N)=C(N)O1 (configuration not stated)	-1	10	-2.6	0	-12	-22	6	20	1	-19	-1
COc1ccc(C)cc1NC(=O)C1CCN(S(C)(=O)=O)CC1	-4	23	0.6	4	2	-24	4	7	13	9	3
Cn1nc(C(=O)Nc2cccc(C(F)(F)F)c2)c2ccccc2c1=O	-4	2	4.4	1	-18	10	9	7	-1	9	3
Cc1cccc(C(=O)N2CCC(n3nnc4cc(F)ccc43)CC2)c1	-2	0	-0.6	-10	-26	4	4	-15	2	-1	2
CC(C)(C)C(=O)NNC(=O)c1ccc(Oc2cc(Cl)cc(Cl)c2)o1	0	-3	-1.6	4	19	10	5	9	-9	1	5
C#CCN(C[C@@H]1[C@@H](OC(=O)NC2CCCC2)[C@@H](OC(=O)NC2CCCC2)CN(C(=O)OC(C)C)N1C(=O)OC(C)C)S(=O)(=O)c1ccc(C)cc1	-13	12	0.8	-3	4	-5	14	-4	8	12	2
COc1cccc(NC(=O)NC2CCCc3ccccc32)c1 (configuration not stated)	3	2	-2.7	-13	-27	-8	6	11	-11	1	4
O=C(Cn1nnc2c(cnn2-c2ccc(F)cc2)c1=O)OC1CCCCC1	4	14	4.5	-1	-2	-15	-4	26	3	-2	-1
CC1(C(=O)Nc2nnc(C(C)(C)C)s2)Cc2ccccc2C(=O)O1 (configuration not stated)	-9	8	-2.1	-12	-1	4	5	5	1	-3	0
Cc1ccc2nc(Nc3ccccc3)c(/C=N/O)c(=O)n2c1	-5	-36	0.2	-2	-3	-3	7	5	25	21	-3
CCOC(=O)c1sc2nc3c(SCCC(=O)O)cc(C(=O)c4cc(OC)ccc4O)cn3c(=O)c2c1C	-6	9	5.8	-13	-23	-19	-1	-6	-2	-3	25
CCN(CC)CCCNC(=O)CN1N=C(c2ccc(OC)cc2)CCC1=O	-7	26	0.4	-3	-10	5	8	-8	14	5	3
CN(C)CC(C)(C)CNS(=O)(=O)c1ccc(Cl)c(Cl)c1	6&2	16&-3	-3.1&-0.5	1&-11	-12&3	-14&-6	6&3	12&14	-1&4	-6&17	0&4
Cc1cc(NC(=O)NC(=O)c2ccccc2)no1	10	2	-0.3	-3	-16	-49	-5	-58	-9	-31	-7
CC1(C)Cc2ccccc2C(c2cc3ccccc3oc2=O)=N1	3	8	-3.0	-6	-4	-1	2	16	-1	20	7

COUP-TFII inh: hit marks shown above
SMILES	TLR9-MyD88 block	MC4R antagonist	MC4R ag barr	NOD2-RIPK2 inh	SRC2 inh	SRC1 inh	ABHD5-PLIN5 inh	NCOA3 inh	COUP-TFII inh	LRH-1 inv ag	LMP1 NFkB inh
CC1(C)Oc2cc3oc(-c4cc(O)cc(O)c4)cc3cc2CC1O (configuration not stated)	2	9	0.4	-1	7	13	-1	0	41*	13	20

An excerpt from above in order of SMILES length, smallest number first:
SMILES	TLR9-MyD88 block	MC4R antagonist	MC4R ag barr	NOD2-RIPK2 inh	SRC2 inh	SRC1 inh	ABHD5-PLIN5 inh	NCOA3 inh	COUP-TFII inh	LRH-1 inv ag	LMP1 NFkB inh
COc1cccc(NC(=O)NC2CCCc3ccccc32)c1 (configuration not stated)	3	2	-2.7	-13	-27	-8	6	11	-11	1	4
Cc1cccc(C(=O)N2CCC(n3nnc4cc(F)ccc43)CC2)c1	-2	0	-0.6	-10	-26	4	4	-15	2	-1	2
CC1(C(=O)Nc2nnc(C(C)(C)C)s2)Cc2ccccc2C(=O)O1 (configuration not stated)	-9	8	-2.1	-12	-1	4	5	5	1	-3	0
C#CCN(C[C@@H]1[C@@H](OC(=O)NC2CCCC2)[C@@H](OC(=O)NC2CCCC2)CN(C(=O)OC(C)C)N1C(=O)OC(C)C)S(=O)(=O)c1ccc(C)cc1	-13	12	0.8	-3	4	-5	14	-4	8	12	2

Assay outcomes from PubChem BioAssay.

Only part of the results is shown. The share of hits here may be higher or lower than overall.
